PLC-gamma1 inh = blocks human PLC-gamma1 enzyme activity | P19174 | 370,000 compounds, 0.84% hits | inhibition, % at 12.2 µM | purified PLC-gamma1, fluorogenic substrate, fluorescence; in the data active = inhibition above about 9.5%
DAX1 inh-1 = blocks DAX1 repression of SF-1 activated StAR promoter. HEK293T StAR-luciferase reporter, SF-1/DAX-1 repression relief. inhibition, % at 6.8 µM. 370,000 compounds, 1.1% hits. AID 652010;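 active = inhibition above the mean over all tested compounds plus 3 SD, cut at about 3.6% in these data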;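 note: 0% = DAX-1 cells with DMSO and 100% = cells lacking DAX-1 with DMSO; higher inhibition means more luminescence from relief of DAX-1 repression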
hgDAF-12 ag = hgDAF-12 agonism, primary luciferase screen. HEK293 GAL4-hgDAF12 UAS-luciferase reporter, agonist luminescence; normalized to butyrate control. activation, % at 6.8 µM. 370,000 compounds, 1.8% hits. AID 687014;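 active = activation above a cutoff set at the mean of all screened compounds plus 3 SD, cut at about 10% in these data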;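 note: 0% = DMSO wells and 100% = sodium butyrate wells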
SMARCA2 act = increases SMARCA2 function in MMTV reporter cells; 370,000 compounds, 1% hits; activation, % at 9.1 µM; MG213 cells, MMTV-luciferase reporter, dexamethasone, overnight; AID 652017; in the data active = activation above about 7.8%;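 note: 0% = vehicle wells and 100% = reference activator wells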
ssDAF-12 act = S. stercoralis DAF-12 activation, primary screen; HEK293 ssDAF-12/GRIP1 lit1-tk-luc reporter, luminescence; % of 3 µM dafachronic acid response; activation, % at 6.8 µM; 370,000 compounds, 1% hits;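 active = activation above the mean over all tested compounds plus 3 SD, cut at about 0.9% in these data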;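 note: 0% = DMSO-only wells and 100% = 3 µM delta7-dafachronic acid wells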
Rev-erbA mod = modulates human Rev-erb alpha binding to DNA; Rev-erbα–FITC-DNA binding, fluorescence polarization, 90 min; activity, % at 10 µM; 370,000 compounds, 0.79% hits;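 active = activity above about 14%, limit read from the data; passing the limit was not always enough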;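 note: 0% = DMSO wells with 35 nM protein and 100% = DMSO wells with 750 nM protein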
Target sequence (P20393 whole entry, looked up): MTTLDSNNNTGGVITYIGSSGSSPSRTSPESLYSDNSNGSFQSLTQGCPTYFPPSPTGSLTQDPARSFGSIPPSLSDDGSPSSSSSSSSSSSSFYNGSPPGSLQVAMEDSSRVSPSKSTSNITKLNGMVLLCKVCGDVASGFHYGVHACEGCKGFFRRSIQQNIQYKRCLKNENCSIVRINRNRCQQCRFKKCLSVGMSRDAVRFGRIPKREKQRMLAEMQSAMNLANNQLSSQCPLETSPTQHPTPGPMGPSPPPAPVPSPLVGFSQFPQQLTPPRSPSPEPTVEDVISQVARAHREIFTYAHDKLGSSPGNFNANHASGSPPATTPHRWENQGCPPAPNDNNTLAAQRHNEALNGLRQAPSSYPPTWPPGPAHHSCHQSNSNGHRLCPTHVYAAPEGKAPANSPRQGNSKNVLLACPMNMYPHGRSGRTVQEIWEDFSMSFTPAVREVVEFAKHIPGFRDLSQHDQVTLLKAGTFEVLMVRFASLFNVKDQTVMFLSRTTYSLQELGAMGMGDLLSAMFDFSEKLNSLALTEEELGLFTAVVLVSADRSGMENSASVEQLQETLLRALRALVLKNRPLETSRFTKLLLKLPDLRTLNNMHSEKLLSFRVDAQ
ADAM17 inh = inhibitors of human ADAM17; 370,000 compounds, 0.83% hits; recombinant ADAM17, EDANS/DABCYL FRET peptide cleavage; inhibition, % at 6.95 µM; P78536;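 active = inhibition above the mean of compounds lying between control limits plus 3 SD, set per campaign, cut at about 8.5% in these data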;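 note: 0% = DMSO-only wells as the low control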
PLC-beta3 inh = PLC-beta3 (human) inhibition, primary screen; Purified PLC-beta3, fluorogenic substrate, fluorescence; AID 720704; inhibition, % at 12.2 µM; 370,000 compounds, 0.18% hits; Q01970; in the data active = inhibition above about 11%;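 note: 0% = median of compound wells on plate and 100% = full blocker control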
MBD2 inh = blocks human MBD2 binding to methylated DNA. Q9UBB5. TR-FRET, MBD2 binding to methylated oligonucleotide. inhibition, % at 4.4 µM. 370,000 compounds, 0.31% hits. AID 686964; in the data active = inhibition above about 13%
Target sequence (Q9UBB5 whole entry, looked up): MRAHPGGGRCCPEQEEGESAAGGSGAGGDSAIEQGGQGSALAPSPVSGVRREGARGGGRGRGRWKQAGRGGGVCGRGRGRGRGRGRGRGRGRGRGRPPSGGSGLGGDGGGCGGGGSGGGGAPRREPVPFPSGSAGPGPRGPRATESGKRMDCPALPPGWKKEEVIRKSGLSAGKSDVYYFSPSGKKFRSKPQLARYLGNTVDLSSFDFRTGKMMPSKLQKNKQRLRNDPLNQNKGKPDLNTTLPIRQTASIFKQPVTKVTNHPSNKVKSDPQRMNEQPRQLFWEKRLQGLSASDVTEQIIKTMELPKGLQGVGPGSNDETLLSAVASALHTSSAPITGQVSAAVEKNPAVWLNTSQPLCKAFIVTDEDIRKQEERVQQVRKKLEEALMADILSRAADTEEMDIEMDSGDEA
DAX1 inh-2 = inhibits human nuclear receptor DAX1. AID 504766. inhibition, % at 6.75 µM. 340,000 compounds, 0.99% hits. P51843. HEK293 Gal4-DAX1 luciferase reporter, luminescence;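 active = inhibition above the mean over all tested compounds plus 3 SD, cut at about 4.2% in these data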;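 note: 0% = DAX1-transfected cells with DMSO and 100% = empty-vector control cells with DMSO; inhibition shows as a rise in luminescence from relieved DAX1 repression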
hcDAF12 agonist = activates DAF-12 receptor from parasite H. contortus | 370,000 compounds, 1.4% hits | activation, % at 6.8 µM | AID 652067 | HEK293 hcDAF-12 lit1-tk-luc reporter, luminescence; 0% DMSO, 100% Δ7-dafachronic acid;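 active = activation above the mean of all tested compounds plus 3 SD, cut at about 5.5% in these data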;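 note: 100% = response to 3 µM Δ7-dafachronic acid high control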
Numbers without * were called inactive; i = inactive; . = not tested or not shown.

SMILES	PLC-gamma1 inh	DAX1 inh-1	hgDAF-12 ag	SMARCA2 act	ssDAF-12 act	Rev-erbA mod	ADAM17 inh	PLC-beta3 inh	MBD2 inh	DAX1 inh-2	hcDAF12 agonist
Cc1ccc(CC(CC(=O)NCCc2ccc3c(c2)OCO3)C(=O)O)cc1 (stereo not given)	4	-0.2	2.4	-1	-1.2	1	3	-3	-2	0.4	-1.6
O=C(CC(NC(=O)OCc1ccccc1)c1nn[nH]n1)OCc1ccccc1 (stereo not given)	-1	1.8	13*	5	0.7	-2	-4	-6	-5	1.7	3.4
COc1cc(NC(=O)C2=C(C)OCCS2)c(Cl)cc1C(=O)NCCCN1CCCC(C)C1 (stereo not given)	1	-1.0	3.4	0	-0.8	-4	-1	1	1	1.8	-0.1
O=C1CSCC(=O)N1Cc1ccc(Cl)cc1Cl	1	0.5	3.5	-4	-1.0	-1	-1	-5	-1	2.0	-1.1
CCSc1nnc(Cc2cc(=O)[nH]c(=O)[nH]2)n1-c1ccc(Cl)cc1	3	1.2	-1.0	1	-1.3	-6	2	2	-4	-0.4	0.3
C=C(C)C(=O)N1CC2(CC(c3cccc(NC(=O)/C(C)=C\C)c3)=NO2)C[C@H]1C(N)=O (stereo not given in full)	-2	-0.3	-0.9	0	-1.2	-1	-3	-1	2	0.8	-0.4
Cc1cc(-c2ccc(C)c(S(=O)(=O)NCCCN3CCCCCC3)c2)on1	-1	1.3	-2.0	-2	-1.4	-4	-3	-10	1	1.1	-1.5
COc1cccc(C2=NOC(C(=O)NCC3CCCO3)C2)c1 (stereo not given)	0	0.3	1.6	-2	-1.1	-6	-7	2	6	0.8	-0.4
Cc1sc(NC(=O)CCCCC(=O)Nc2sc(C)c(C)c2C(=O)O)c(C(=O)O)c1C	-2	-0.2	-1.4	-5	-1.2	-4	-4	-8	-5	3.5	-0.2
COc1ccc(C2CC(c3ccc4ccccc4c3OC(C)=O)=NN2C(C)=O)cc1 (stereo not given)	-14	0.9	6.3	4	-0.9	-3	-5	-29	-3	5.4*	2.1

10 compounds already listed, arranged by molar mass, low to high.
SMILES	PLC-gamma1 inh	DAX1 inh-1	hgDAF-12 ag	SMARCA2 act	ssDAF-12 act	Rev-erbA mod	ADAM17 inh	PLC-beta3 inh	MBD2 inh	DAX1 inh-2	hcDAF12 agonist
O=C1CSCC(=O)N1Cc1ccc(Cl)cc1Cl	1	0.5	3.5	-4	-1.0	-1	-1	-5	-1	2.0	-1.1
COc1cccc(C2=NOC(C(=O)NCC3CCCO3)C2)c1 (stereo not given)	0	0.3	1.6	-2	-1.1	-6	-7	2	6	0.8	-0.4
CCSc1nnc(Cc2cc(=O)[nH]c(=O)[nH]2)n1-c1ccc(Cl)cc1	3	1.2	-1.0	1	-1.3	-6	2	2	-4	-0.4	0.3
Cc1ccc(CC(CC(=O)NCCc2ccc3c(c2)OCO3)C(=O)O)cc1 (stereo not given)	4	-0.2	2.4	-1	-1.2	1	3	-3	-2	0.4	-1.6
O=C(CC(NC(=O)OCc1ccccc1)c1nn[nH]n1)OCc1ccccc1 (stereo not given)	-1	1.8	13*	5	0.7	-2	-4	-6	-5	1.7	3.4
Cc1cc(-c2ccc(C)c(S(=O)(=O)NCCCN3CCCCCC3)c2)on1	-1	1.3	-2.0	-2	-1.4	-4	-3	-10	1	1.1	-1.5
COc1ccc(C2CC(c3ccc4ccccc4c3OC(C)=O)=NN2C(C)=O)cc1 (stereo not given)	-14	0.9	6.3	4	-0.9	-3	-5	-29	-3	5.4*	2.1
C=C(C)C(=O)N1CC2(CC(c3cccc(NC(=O)/C(C)=C\C)c3)=NO2)C[C@H]1C(N)=O (stereo not given in full)	-2	-0.3	-0.9	0	-1.2	-1	-3	-1	2	0.8	-0.4
Cc1sc(NC(=O)CCCCC(=O)Nc2sc(C)c(C)c2C(=O)O)c(C(=O)O)c1C	-2	-0.2	-1.4	-5	-1.2	-4	-4	-8	-5	3.5	-0.2
COc1cc(NC(=O)C2=C(C)OCCS2)c(Cl)cc1C(=O)NCCCN1CCCC(C)C1 (stereo not given)	1	-1.0	3.4	0	-0.8	-4	-1	1	1	1.8	-0.1

(continued)
SMILES	PLC-gamma1 inh	DAX1 inh-1	hgDAF-12 ag	SMARCA2 act	ssDAF-12 act	Rev-erbA mod	ADAM17 inh	PLC-beta3 inh	MBD2 inh	DAX1 inh-2	hcDAF12 agonist
O=c1[nH]c(SCc2ccc(Cl)cc2)nc2c1CCC2	0	0.0	0.2	1	-1.1	-8	-2	-2	-5	-0.4	-0.9
CCc1nc2ccc(C(=O)NCc3ccccc3OC)cn2c1N(C)Cc1ccc(N(C)C)cc1	-3	-1.3	-1.7	-2	-1.5	2	4	-5	-6	.	1.0
Nc1ccc2c(c1)C(=O)Cc1ccccc1S2	-107	0.5	-1.6	-4	-1.8	-3	-3	-130	1	-2.1	-1.7
COC(=O)C1=C(C(=O)OC)[C@@H]2Nc3ccccc3[C@@]23C[C@@H](C(=O)OC)N(C(=O)NC2CCCCC2)C3=N1	0	-0.2	-0.8	-1	-0.8	4	-6	-1	-3	.	2.9
COc1ccc(C(=O)CCC(=O)N2CCN(c3ccc(N4CCOCC4)nn3)CC2)cc1	-179	-1.3	-1.5	-1	-0.6	-2	-72	-250	0	0.9	-0.1
CCCCOc1ccccc1C1C(C(=O)OC)=CN(CC)C=C1C(=O)OC	i	-0.5	-2.9	-2	-1.0	2	i	i	2	0.7	-3.0
O=C(Nc1cccc(C(=O)N2CCCCC2)c1)c1ccccc1Br	2	1.6	0.3	3	-1.1	1	1	-2	-2	0.1	1.7
CC(C)(Oc1ccc(CCNC(=O)c2ccc(-c3ccc(Cl)cc3)o2)cc1)C(=O)O	-3	0.3	1.0	0	-0.8	0	-1	-2	0	.	-0.5
O=C(Nc1nnc(-c2ccc3c(c2)OCCO3)o1)C1CCCCC1	-2	1.4	4.0	2	0.7	1	-4	-8	-4	2.3	1.4
COC(=O)N1CCN(CCc2ccccc2)CC1	3	0.7	0.0	0	-1.9	-6	2	4	-1	-0.2	-2.8
Cc1cccc(C(=O)Nc2ccnc(-c3ccncc3)n2)c1	-4	-2.4	-0.5	-1	-2.3	-2	-2	-7	1	1.6	-2.7
COc1ccc(NC(=O)Nc2ccc3c(c2)CC(=O)N([C@H](C)CO)C[C@@H](C)[C@H](CN(C)C(=O)Nc2ccccc2)O3)cc1	4	-0.3	-2.2	-1	-1.0	0	4	7	1	3.7	-1.9
Cc1ccc(CCNC(=O)C2CCN(S(=O)(=O)N3CCCCC3)CC2)cc1	1	0.4	-2.7	3	-1.3	-3	-1	-1	-3	-0.2	0.0
COc1ccc([C@@H]2[C@@H]3C(=O)N(C(C)(C)C)C(=O)[C@@H]3[C@]3(Cc4ccccc4)C(=O)N(c4cccc(F)c4)C(=O)N23)cc1	-1	-0.7	1.9	1	-1.0	1	-2	1	0	2.1	-0.1
C=CCNc1nc(Cl)nc(Nc2ccc(OCC)cc2)n1	2	0.1	1.7	0	-1.0	2	1	-1	4	-0.3	0.8
C#CCOc1ccc(C2C3=C(CC(C)(C)CC3=O)N(CC(=O)O)C3=C2C(=O)CC(C)(C)C3)cc1	i	-0.3	-0.6	-2	-0.6	4	i	i	0	-1.5	0.5
CSCc1c(C(=O)Nc2ccc(N3CCOCC3)cc2)oc2ccccc12	0	0.4	-2.0	-2	-1.0	-1	3	-4	-5	-1.4	2.5
Cc1nn(Cc2ccccc2)c(C)c1NC(=O)CSc1nc2c(c(C(F)(F)F)n1)CCc1ccccc1-2	-2	0.1	-0.5	-2	-1.3	-3	3	4	2	-0.3	-3.6
CCOC(=O)CSc1nc(-c2ccccc2)nc2ccc(C)cc12	-1	0.9	0.3	-2	-1.3	6	-4	-7	1	-0.7	0.8
CCOc1ccc(OCCC(=O)OCC(=O)c2c(N)n(CC(C)C)c(=O)n(C)c2=O)cc1	-3	-0.9	-1.5	1	-0.8	-5	1	0	0	1.0	-0.9
O=C1NC2(CCCCCC2)Oc2ccccc21	-1	-0.4	1.1	-5	-1.0	4	-7	3	4	-1.1	-0.1
CCN(CC)C(=O)CSc1nnc(-c2ccccn2)n1-c1ccccc1OC	2	0.4	0.3	3	-1.7	6	-3	-6	-2	-1.4	-1.2
COC(=O)CCC(=O)N1CCCC(N2CCN(c3cccc(C(F)(F)F)c3)CC2)C1 (stereo not given)	8	-0.1	-1.0	-1	-1.1	3	0	-4	-1	1.8	-0.8
O=C(Nc1ccnn1C1CCN(C2CCC2)CC1)c1ccccc1	-1	1.6	2.0	0	-1.1	-5	-4	-7	-1	-0.3	-1.8
CCNC(=S)NS(=O)(=O)c1ccc(Cl)cc1	1	0.6	-1.8	0	-1.3	3	-5	1	2	0.0	-1.9
COc1ccc(NC(=S)NCCc2ccc(Cl)cc2)c(OC)c1	3	-1.0	-1.5	-1	-1.5	7	2	-1	1	0.4	-1.7
COCCCNC(=O)c1ccc(Cn2c(=O)c3ccccc3n(Cc3cc(C)ccc3C)c2=O)cc1	-1	0.8	-0.2	-2	-1.1	2	-4	1	-4	-1.0	-1.5
COC(=O)c1ccc2nc(-c3ccccc3)c(Cc3ccc(OC)cc3C)n2c1	-56	3.0	6.2	4	-0.9	-5	-21	-91	11	.	-0.2
O=C(COC(=O)c1ccco1)c1ccc(S(=O)(=O)N2CCCCC2)cc1	0	-0.3	-0.5	2	-0.1	-6	3	-10	1	0.3	0.0
CCCCn1c(NC(=O)c2ccco2)c(S(=O)(=O)c2ccc(C)cc2)c2nc3ccccc3nc21	-369	-0.3	-3.0	1	-1.0	-5	-313	-492	-13	0.3	-0.4
O=C1NN=C(c2ccc(Cl)cc2)CC1c1c[nH]c2ccccc12 (stereo not given)	-2	-1.6	-1.4	-5	-2.2	1	0	-7	5	-2.0	-0.9
O=C(CCN1C(=O)/C(=C/c2ccc3c(c2)OCO3)SC1=S)Nc1ccc(C(=O)O)cc1	2	-0.4	-1.4	-2	-1.3	12	-6	-3	-2	1.1	-0.7
Cc1ccc(CNS(=O)(=O)c2c(C(=O)N3CCCCCC3)c(C)n(C)c2C)cc1	-2	-0.9	-3.2	-1	-1.1	-2	-1	-3	-1	0.2	-1.9
COc1ccc(N(Cc2nnc3n2CCCCC3)C(=O)Nc2ccccc2)cc1	5	-0.5	1.8	-5	0.5	2	-2	5	-2	0.4	-1.2
CCCCN1CC(=O)N2[C@H](C[C@@]3(n4ccc5ccccc54)c4ccccc4N(S(=O)(=O)c4ccccc4)[C@@H]23)C1=O	-2	-1.3	-0.4	-5	-0.9	10	4	-3	4	.	-2.2
